Compound activity from PubChem BioAssay.
PrPC surface inh = reduces human prion protein on the cell surface. P04156. cell surface PrPC, TR-FRET read-out. inhibition, % at 13.8 µM. hit rate 0.43% among 370,000. AID 720596; in the data active = inhibition above about 24%; note: 0% = median of the test wells and 100% = reference compound wells
BH1578 lux ind = induces V. cholerae light production without autoinducers; V. cholerae BH1578 lux reporter, luminescence, 6 h; AID 588436; hit rate 0.16% among 350,000; activation, % at 18.7 µM; in the data active = activation mostly above about 9.7%, no sharp cut-off; note: not every result past the cut was called active; inactives centre near 0; reference of the scale not given here
CCHFV vOTU inh = CCHFV vOTU protease inhibition. inhibition, % at 11.5 µM. hit rate 0.55% among 370,000. Pep-AMC fluorescence; in the data active = inhibition above about 30%; note: 0% = vehicle wells with enzyme and 100% = no enzyme wells
TcdB GH inh = inhibitors of Clostridioides difficile toxin B glycohydrolase. hit rate 0.24% among 350,000. inhibition, % at 9.99 µM. P18177. TcdB glycohydrolase enzymatic assay, plate reader; in the data active = inhibition above about 10%
Rv3671c protease = Rv3671c (M. tuberculosis) protease inhibition | inhibition, % at 5.96 µM | AID 2606 | hit rate 0.048% among 320,000 | P9WHR9; in the data active = inhibition above about 38%;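 note: extracellular domain of Rv3671c used as enzyme; 0% = enzyme with DMSO and 100% = no enzyme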
Target sequence (P9WHR9 whole entry, looked up, the tested form may be a part): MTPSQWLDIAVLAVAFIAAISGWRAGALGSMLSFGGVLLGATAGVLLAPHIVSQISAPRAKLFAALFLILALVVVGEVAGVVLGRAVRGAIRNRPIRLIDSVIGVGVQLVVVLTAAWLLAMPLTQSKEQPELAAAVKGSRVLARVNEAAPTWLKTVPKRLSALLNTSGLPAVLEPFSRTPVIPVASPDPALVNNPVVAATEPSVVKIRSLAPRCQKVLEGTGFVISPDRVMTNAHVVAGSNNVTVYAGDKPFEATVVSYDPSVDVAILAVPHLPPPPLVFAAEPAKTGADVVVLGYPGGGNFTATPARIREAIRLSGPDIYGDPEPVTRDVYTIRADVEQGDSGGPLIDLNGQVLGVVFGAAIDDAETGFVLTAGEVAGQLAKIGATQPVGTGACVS
MazEF act = activators of E. coli MazEF toxin-antitoxin RNase. hit rate 0.32% among 350,000. FAM/BHQ RNA-DNA oligo cleavage fluorescence, 5 h. P0AE70. activation, % at 20 µM; in the data active = activation above about 50%
Target sequence (P0AE70 whole entry, looked up): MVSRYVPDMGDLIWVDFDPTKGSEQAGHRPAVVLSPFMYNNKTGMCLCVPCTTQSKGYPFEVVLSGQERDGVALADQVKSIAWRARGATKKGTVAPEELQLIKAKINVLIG
VHR inh abs = inhibitors of human VHR1 phosphatase (DUSP3) | P51452 | recombinant VHR phosphatase, pNPP absorbance | inhibition, % at 13.3 µM | hit rate 0.52% among 290,000; in the data active = inhibition above about 50%; note: some compounds called inactive have numbers as strong as hits
Target sequence (P51452 whole entry, looked up): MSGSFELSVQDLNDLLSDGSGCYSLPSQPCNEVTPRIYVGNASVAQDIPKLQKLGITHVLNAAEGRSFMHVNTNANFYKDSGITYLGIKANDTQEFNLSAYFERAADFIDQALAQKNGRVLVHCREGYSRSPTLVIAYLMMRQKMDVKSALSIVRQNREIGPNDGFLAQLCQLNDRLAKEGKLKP
PriA SSB inh = blocks PriA binding to SSB C-terminal tail; AlphaScreen SSBct-PriA binding, biotinylated peptide; hit rate 0.6% among 430,000; inhibition, % at 33 µM; in the data active = inhibition mostly above about 37%, no sharp cut-off; inactive = mostly below about 20%;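 note: plate controls were negative control peptide for no effect and reference peptide for full effect; strong numbers were not always called active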
Yp Topo-I inh = blocks Yersinia pestis topoisomerase I activity | Y. pestis Topo-I cleavage product accumulation, plate reader | activity, % at 10 µM | hit rate 0.064% among 360,000 | AID 504884; in the data active = activity above about 50%, passing the limit was not always enough; note: inactives centre near 2
3CLpro inhibitor = SARS-CoV 3CLpro protease inhibition | P0C6X7 | recombinant SARS-CoV 3CLpro, quenched FRET peptide cleavage | inhibition, % at 6 µM | hit rate 0.14% among 290,000 | AID 1706; in the data active = inhibition above about 12%
* hit, by the source's call. Only part of the results is shown; the hit share may differ from the screen's.

`CCCn1c(SCC(=O)c2ccc(CC)cc2)n[nH]c1=O` gave PrPC surface inh 7, BH1578 lux ind inactive, CCHFV vOTU inh 7, Rv3671c protease -7, MazEF act 4, VHR inh abs 0, PriA SSB inh 2, Yp Topo-I inh 7 and 3CLpro inhibitor -2.
For CCCNC(=S)Nc1ccc(F)cc1F the results were PrPC surface inh 14, BH1578 lux ind -0.7, CCHFV vOTU inh 4, TcdB GH inh 1.3, Rv3671c protease 16, MazEF act 2, VHR inh abs 9, PriA SSB inh -7, Yp Topo-I inh 6 and 3CLpro inhibitor -2.
For O=C(NS(=O)(=O)Nc1ccc(Br)cn1)c1c[nH]c2ccccc12 the results were PrPC surface inh 11, BH1578 lux ind 2.6, CCHFV vOTU inh 13, TcdB GH inh 0.8, Rv3671c protease 0, MazEF act 3, VHR inh abs 21, PriA SSB inh -17, Yp Topo-I inh -5 and 3CLpro inhibitor -1.
CC(NC(=O)CN1CCN(c2ncccn2)CC1)c1ccc(F)cc1 (configuration not stated) was read as PrPC surface inh 1, BH1578 lux ind -0.7, CCHFV vOTU inh 3, Rv3671c protease 11, MazEF act -8, VHR inh abs 22, PriA SSB inh -18, Yp Topo-I inh -3 and 3CLpro inhibitor 1.
O=C(CSc1ccc(Br)cc1)NCC(c1ccco1)N1CCCCC1 (configuration not stated) was read as PrPC surface inh 1, BH1578 lux ind inactive, CCHFV vOTU inh 9, TcdB GH inh -4.1, Rv3671c protease -1, MazEF act 0, PriA SSB inh -11 and Yp Topo-I inh 28.
O=c1[nH]cnc2c1ncn2C1OC(CO)C(O)C1O (configuration not stated) was read as PrPC surface inh 5, BH1578 lux ind 0.3, CCHFV vOTU inh 4, TcdB GH inh -0.8, MazEF act -26, PriA SSB inh 0 and Yp Topo-I inh 8.
CC(C)[C@H](NC(=O)c1ccc(Cl)c([N+](=O)[O-])c1)C(=O)NCc1ccc(F)cc1 was read as PrPC surface inh -9, BH1578 lux ind inactive, CCHFV vOTU inh -20, Rv3671c protease -4, MazEF act -9, VHR inh abs 28, PriA SSB inh 1, Yp Topo-I inh -1 and 3CLpro inhibitor 3.
For O=C(COc1nc2ccccc2nc1N1CCOCC1)NC1CCCCC1 the results were PrPC surface inh 1, BH1578 lux ind -0.3, CCHFV vOTU inh -8, TcdB GH inh -1.0, Rv3671c protease -2, MazEF act 6, VHR inh abs -13, PriA SSB inh 2, Yp Topo-I inh 0 and 3CLpro inhibitor -3.
Screening Cn1c(=O)c2c(nc(/C=C/c3cccc(Cl)c3)n2C)n(C)c1=O returned PrPC surface inh -4, CCHFV vOTU inh -18, TcdB GH inh 1.2, Rv3671c protease 5, MazEF act 11 and PriA SSB inh -11.
`C/C(=N/NC(=O)CNC(=O)c1cccnc1)c1ccc(Cl)cc1` gave PrPC surface inh -6, BH1578 lux ind -8.3, CCHFV vOTU inh 2, TcdB GH inh 0.4, Rv3671c protease 0, MazEF act 0, VHR inh abs 17, Yp Topo-I inh -3 and 3CLpro inhibitor -10.
For COC(=O)Nc1ccc(S(=O)(=O)Nc2cc(OC)nc(OC)n2)cc1 the results were PrPC surface inh -3, BH1578 lux ind -0.7, CCHFV vOTU inh 1, TcdB GH inh 0.6, Rv3671c protease -4, MazEF act 4, VHR inh abs 28, PriA SSB inh -7, Yp Topo-I inh 2 and 3CLpro inhibitor 0.
Cc1ccccc1-c1csc(C(O)c2ccccc2)n1 (configuration not stated) was read as PrPC surface inh -10, BH1578 lux ind -0.8, CCHFV vOTU inh 29, TcdB GH inh 1.4 and Yp Topo-I inh 0.
For N#Cc1ccc(C(=O)Nc2cc(C3CC3)nn2-c2ccccc2)cc1 the results were PrPC surface inh -10, BH1578 lux ind inactive, CCHFV vOTU inh -9, TcdB GH inh 1.4, Rv3671c protease -9, MazEF act -1, PriA SSB inh -8 and Yp Topo-I inh -4.
`CCOC(=O)CC1C(=O)NCCN1C(=O)c1ccc(C)cc1` (configuration not stated) gave PrPC surface inh 4, BH1578 lux ind inactive, CCHFV vOTU inh -6, TcdB GH inh 0.8, Rv3671c protease -4, MazEF act 2, VHR inh abs 20, PriA SSB inh -21, Yp Topo-I inh -1 and 3CLpro inhibitor -2.
Screening COCCNC(=O)C1CCCN(C(=O)c2oc3ccccc3c2C)CC1 (configuration not stated) returned PrPC surface inh -5, BH1578 lux ind -0.7, CCHFV vOTU inh 0, TcdB GH inh 0.4 and Yp Topo-I inh -2.
For CCCOC(=O)c1ccc(NC(=O)c2ccc(Br)o2)cc1 the results were PrPC surface inh 10, BH1578 lux ind -0.2, CCHFV vOTU inh 1, TcdB GH inh -0.3, Rv3671c protease -23, MazEF act 6, VHR inh abs -4, PriA SSB inh -5, Yp Topo-I inh 5 and 3CLpro inhibitor 1.
Nc1c(C(=O)NCc2cccnc2)sc(=S)n1-c1ccccc1 was read as PrPC surface inh 0, BH1578 lux ind -0.1, CCHFV vOTU inh -2, Rv3671c protease 2, MazEF act -5, VHR inh abs -9, PriA SSB inh -5, Yp Topo-I inh 2 and 3CLpro inhibitor 1.
`NC(=O)C1CCN(c2ccc3c(c2)S(=O)(=O)c2ccccc2C3=O)CC1` gave PrPC surface inh -26, BH1578 lux ind inactive, CCHFV vOTU inh 7, TcdB GH inh 0.8, Rv3671c protease 7, MazEF act -80, PriA SSB inh -3 and Yp Topo-I inh 1.
O=C(NCc1ccc(F)cc1)c1cc(C(=O)C2CC2)c[nH]1 was read as PrPC surface inh 5, BH1578 lux ind inactive, CCHFV vOTU inh 9, TcdB GH inh 1.1, Rv3671c protease 3, MazEF act -3, VHR inh abs -4, PriA SSB inh -11, Yp Topo-I inh 2 and 3CLpro inhibitor -4.
For CCOC(=O)C(/C=N/c1cc(C)nn1-c1ccccc1)=C(\C)O the results were PrPC surface inh 6, CCHFV vOTU inh 5, Rv3671c protease -3, MazEF act 3, VHR inh abs 24, Yp Topo-I inh -4 and 3CLpro inhibitor 0.
For CCOCCCNC(=O)CN(Cc1ccc(Cl)cc1)S(C)(=O)=O the results were PrPC surface inh 6, BH1578 lux ind -0.4, CCHFV vOTU inh 6, Rv3671c protease 1, MazEF act -1, VHR inh abs 10, PriA SSB inh -9, Yp Topo-I inh 4 and 3CLpro inhibitor -2.
Cc1cc2c(cc(C(=O)NCc3cccnc3)n2Cc2ccc(Cl)cc2)o1 was read as PrPC surface inh 2, BH1578 lux ind -0.5, CCHFV vOTU inh -1, Rv3671c protease 5, MazEF act -10, VHR inh abs 7, PriA SSB inh 4, Yp Topo-I inh 13 and 3CLpro inhibitor 1.
Screening Cc1ccc(C)c(N=Cc2cc3c(cc2[N+](=O)[O-])OCO3)c1 returned PrPC surface inh -2, BH1578 lux ind 1.6, CCHFV vOTU inh 27, TcdB GH inh 0.1, Rv3671c protease -5, MazEF act 7, VHR inh abs 8, PriA SSB inh 31, Yp Topo-I inh -10 and 3CLpro inhibitor -3.
O=C(CCNC(=O)c1ccccc1Cl)Nc1ccncc1 was read as PrPC surface inh -2, BH1578 lux ind -3.6, CCHFV vOTU inh 4, TcdB GH inh 1.3, Rv3671c protease -6, MazEF act 2, VHR inh abs 1, PriA SSB inh -19, Yp Topo-I inh -5 and 3CLpro inhibitor 1.
Screening Cc1ccc(Cc2c(C)c(C#N)c3[nH]c4ccccc4n3c2=O)cc1 returned PrPC surface inh 2, BH1578 lux ind -0.1, CCHFV vOTU inh -7, TcdB GH inh -1.2, Rv3671c protease 13, MazEF act 1, VHR inh abs 22, PriA SSB inh -4, Yp Topo-I inh -16 and 3CLpro inhibitor 5.
For O=C(O)c1c(Cl)nc2ccccn12 the results were PrPC surface inh -8, BH1578 lux ind -0.4, CCHFV vOTU inh -2, Rv3671c protease -1, MazEF act 9, VHR inh abs 15, PriA SSB inh -2, Yp Topo-I inh -4 and 3CLpro inhibitor 1.
For CC(C)c1nc2sc3c(SCC(=O)NCc4ccco4)ncnc3c2c2c1CCC2 the results were PrPC surface inh 0, BH1578 lux ind inactive, CCHFV vOTU inh 21, Rv3671c protease -18, MazEF act 6, VHR inh abs -7, PriA SSB inh -2, Yp Topo-I inh 44 and 3CLpro inhibitor 0.
`O=C(/C=C/c1ccccc1)Nc1nc(-c2ccncc2)cs1` gave PrPC surface inh -8, BH1578 lux ind -0.2, CCHFV vOTU inh 3, TcdB GH inh 0.3, Rv3671c protease -76, MazEF act -1, VHR inh abs 13, PriA SSB inh 1, Yp Topo-I inh 11 and 3CLpro inhibitor 2.
CSc1ccc(S(=O)(=O)N2CC(=O)Nc3ccccc32)cc1 was read as PrPC surface inh -2, BH1578 lux ind inactive, CCHFV vOTU inh -12, TcdB GH inh 0.5, Rv3671c protease -1, MazEF act 7, VHR inh abs 0, PriA SSB inh -19, Yp Topo-I inh 0 and 3CLpro inhibitor -4.
Screening CCOC(=O)Cn1cc(C(=O)C2CC2)c2ccccc21 returned PrPC surface inh -2, BH1578 lux ind 3.2, CCHFV vOTU inh -5, Rv3671c protease -6, MazEF act 8, VHR inh abs 21, PriA SSB inh -19, Yp Topo-I inh -4 and 3CLpro inhibitor 3.
COc1ccccc1OCc1cc(C(=O)N(C)CCC2CCOCC2)no1 was read as PrPC surface inh -1, BH1578 lux ind inactive, CCHFV vOTU inh -3, TcdB GH inh 1.0, MazEF act 2 and Yp Topo-I inh -1.
Screening O=C(NCC1COCCO1)C1CCN(S(=O)(=O)c2ccccc2)CC1 (configuration not stated) returned PrPC surface inh 11, BH1578 lux ind inactive, CCHFV vOTU inh -8, Rv3671c protease -8, MazEF act 9, VHR inh abs 20, PriA SSB inh -6, Yp Topo-I inh 1 and 3CLpro inhibitor -6.
For O=C(COC(=O)c1ccc(Cl)c(S(=O)(=O)N2CCCCC2)c1)NCCc1ccccc1 the results were PrPC surface inh -2, BH1578 lux ind inactive, CCHFV vOTU inh 1, TcdB GH inh 1.3, MazEF act -5, PriA SSB inh -13 and Yp Topo-I inh 17.
`S=C(NCCCN1CCOCC1)N1CCN(c2cccc(Cl)c2)CC1` gave PrPC surface inh -10, BH1578 lux ind -0.3, CCHFV vOTU inh 5, TcdB GH inh -1.3, Rv3671c protease -2, MazEF act 0, VHR inh abs 18, PriA SSB inh -4, Yp Topo-I inh 12 and 3CLpro inhibitor -1.
Cc1nc2cc(NC(=O)NCc3ccc4c(c3)OCO4)ccc2o1 was read as PrPC surface inh -6, BH1578 lux ind inactive, CCHFV vOTU inh -8, Rv3671c protease 11, MazEF act 0, VHR inh abs -5, PriA SSB inh -7, Yp Topo-I inh -2 and 3CLpro inhibitor 5.
Screening COC(=O)c1ccc(CSc2nc3ccccc3c(=O)n2C)o1 returned PrPC surface inh 10, BH1578 lux ind -0.2, CCHFV vOTU inh -9, TcdB GH inh 2.0, Rv3671c protease -3, MazEF act -29, VHR inh abs -12, PriA SSB inh 2, Yp Topo-I inh 11 and 3CLpro inhibitor -2.
`CCC1Oc2ccccc2N(CC(=O)NCCCN2CCN(c3ccc(OC)cc3)CC2)C1=O` (configuration not stated) gave PrPC surface inh -5, BH1578 lux ind inactive, CCHFV vOTU inh -6, TcdB GH inh 2.5, Rv3671c protease -2, MazEF act 12, VHR inh abs -2, PriA SSB inh 16, Yp Topo-I inh 15 and 3CLpro inhibitor -4.

3 entries out of the list, ordered by molar mass, descending:
Screening COC(=O)c1ccc(CSc2nc3ccccc3c(=O)n2C)o1 returned PrPC surface inh 10, BH1578 lux ind -0.2, CCHFV vOTU inh -9, TcdB GH inh 2.0, Rv3671c protease -3, MazEF act -29, VHR inh abs -12, PriA SSB inh 2, Yp Topo-I inh 11 and 3CLpro inhibitor -2.
O=C(NCc1ccc(F)cc1)c1cc(C(=O)C2CC2)c[nH]1 was read as PrPC surface inh 5, BH1578 lux ind inactive, CCHFV vOTU inh 9, TcdB GH inh 1.1, Rv3671c protease 3, MazEF act -3, VHR inh abs -4, PriA SSB inh -11, Yp Topo-I inh 2 and 3CLpro inhibitor -4.
O=c1[nH]cnc2c1ncn2C1OC(CO)C(O)C1O (configuration not stated) was read as PrPC surface inh 5, BH1578 lux ind 0.3, CCHFV vOTU inh 4, TcdB GH inh -0.8, MazEF act -26, PriA SSB inh 0 and Yp Topo-I inh 8.
